Bioassay records deposited in PubChem BioAssay by several laboratories.
PhoP inhibition – inhibitors of PhoP regulon expression, primary screen, Salmonella Typhimurium, GFP reporter (AID 1863) | S. Typhimurium PhoP-regulated promoter GFP reporter, 4 h; higher % means a stronger effect | one-dose inhibition, % at 50 µM; IC50 in µM for titrated hits | actives 0.16% (n = 300,000);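 active = inhibition over 29.93%, a cutoff 3 SD above the screen mean, later confirmed by dose response; inconclusive = inhibition over 29.93% but no dose response follow-up; inactive = inhibition at most 29.93% or unconfirmed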;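 also: 0% = low Mg2+ inducing control and 100% = high Mg2+ repressing control; strong numbers were not always called active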
West Nile virus CPE – West Nile virus antiviral activity, cell-based, CPE readout (AID 1621). actives 0.02% (n = 290,000). CPE inhibition, % at 10 µM; hits with a dose series show IC50 in µM. West Nile virus-infected cells, CPE inhibition; higher % means a stronger effect; in the data active = a potency from the dose series; inconclusive = CPE inhibition mostly from about 3.7% at the one dose, without a potency; inactive = the rest, 99 in 100 with CPE inhibition below about 2.2%; also: strong numbers were not always called active
RSV antiviral HEp-2 – RSV antiviral activity via CPE protection, HEp-2 cells, primary 10 µM value included (AID 2391); HEp-2 cells, RSV-induced CPE inhibition; higher % means a stronger effect; one-dose CPE inhibition, % at 10 µM; IC50 in µM for titrated hits; actives 0.13% (n = 310,000); in the data active = a potency from the dose series; inconclusive = CPE inhibition mostly from about 23% at the one dose, without a potency; inactive = the rest, 99 in 100 with CPE inhibition below about 21%; also: strong numbers were not always called active
Large T inhibition – SV40 large T antigen inhibitors, biochemical (AID 1903); actives 0.39% (n = 310,000); SV40 large T antigen ATPase/helicase inhibition assay; higher % means a stronger effect; inhibition, % at 20 µM, or IC50 in µM where a hit was titrated; in the data active = a potency from the dose series; inconclusive = inhibition mostly from about 32% at the one dose, without a potency; inactive = the rest, 99 in 100 with inhibition below about 32%; also: strong numbers were not always called active
T cell modulator – modulators of CD8 T cell-vesicle binding, primary screen, mouse 2C CD8+ T cells, flow cytometry; 2C CD8+ T cell-vesicle binding; stronger effect = lower value; calls only at 7 µM; actives 0.068% (n = 330,000);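 active = response, share of CD8 T cells binding vesicles, and their 90th percentile fluorescence all below set limits, cut at about 80% in these data, passing the limit was not always enough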
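material = purified 2C TCR transgenic mouse naive CD8+ T cells | controls = Unloaded micro-vesicles (low), QL9 vesicles with 0.7% DMSO (high) | detection = cytometric PE anti-B7-1 and Alexa647 anti-CD8 signals after 1% paraformaldehyde fixation | incubation = binding step 1.5 h, 37 °C, antibody labelling 20 min, ice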
NS5 inhibitors – Dengue-2 NS5 methyltransferase inhibitors, primary screen, biochemical, confirmation dose response (AID 588689) | Genome polyprotein (Dengue virus type 2 (strain 16681-PDK53)) | Dengue-2 NS5 methyltransferase capping enzyme assay, biochemical; higher % means a stronger effect | one-dose inhibition, % at 25 µM; IC50 in µM for titrated hits | actives 0.3% (n = 340,000); in the data active = a potency from the dose series; inconclusive = inhibition above about 29% without an active follow-up result
UTI89 phage lysis – inhibition of K1F phage lysis, E. coli UTI89, bacterial capsule biogenesis inhibitors, alamar blue (AID 488966). E. coli UTI89 K1F phage lysis, alamar blue, 2 h; higher % means a stronger effect. inhibition, % at 100 µM, or IC50 in µM where a hit was titrated. actives 0.02% (n = 340,000);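 active = phage lysis inhibition, versus mean bacterial control, above a set limit; inconclusive = no clear call, values can overlap the other calls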;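 also: capsule biogenesis inhibitors block K1F phage lysis so surviving cells raise fluorescence; higher fluorescence means more inhibition of phage lysis; actives were called in the ten point dose series up to 300 µM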
MgcRacGAP inhibition – MgcRacGAP GTPase-activating activity inhibitors, confirmation, biochemical, ADP Hunter fluorescence | actives 0.6% (n = 340,000) | MgcRacGAP-stimulated Rac1 GTP hydrolysis, ADP Hunter fluorescence; higher % means a stronger effect; GST-tagged Rac1 F28L mutant substrate | Rac GTPase-activating protein 1 (Homo sapiens) | inhibition, % at 30 µM, or IC50 in µM where a hit was titrated | AID 624330, 2012;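 active = first-screen hits whose inhibition reached a set limit at any dose in the follow-up dose series; inconclusive = inhibition above the set first-screen limit but never retested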;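 also: fluorescence reports GDP produced by GAP-driven GTP hydrolysis; strong numbers were not always called active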
NTR1 agonist – agonists of NTR1, primary screen, imaging, U2OS cells, beta-arrestin-GFP, high content (AID 493036); Neurotensin receptor type 1 (Homo sapiens), P30989; NTR1-U2OS beta-arrestin-GFP spot imaging, agonist mode; activation, % at 20 µM; actives 0.17% (n = 330,000);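 active = activation at or above 40% of the spot to cytoplasm intensity ratio, with at least 20 cells analyzed; inconclusive = wells under 20 cells, flagged as cytotoxic or low count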;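 also: 0% = DMSO without peptide and 100% = 100 nM NTR1 peptide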
Target sequence (P30989 whole entry, looked up): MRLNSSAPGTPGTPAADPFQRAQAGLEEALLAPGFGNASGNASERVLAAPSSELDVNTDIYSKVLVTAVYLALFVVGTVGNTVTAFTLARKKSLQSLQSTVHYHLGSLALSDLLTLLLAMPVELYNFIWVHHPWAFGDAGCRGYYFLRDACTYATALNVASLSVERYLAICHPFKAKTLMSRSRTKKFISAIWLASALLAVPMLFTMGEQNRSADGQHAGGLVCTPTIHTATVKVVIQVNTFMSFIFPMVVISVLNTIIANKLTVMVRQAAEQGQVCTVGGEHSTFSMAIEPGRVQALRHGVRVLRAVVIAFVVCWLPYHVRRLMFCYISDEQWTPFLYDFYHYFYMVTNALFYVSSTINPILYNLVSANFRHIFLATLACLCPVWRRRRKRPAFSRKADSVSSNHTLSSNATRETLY
T cell modulator vesicle-bound % – also measured in T cell modulator; calls as there; double positive events, %; measured here: CD8+ vesicle-bound cell fraction;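 binding gate set so that unloaded-vesicle control wells show 10% double positive cells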
NTR1 agonist cell count 20 µM – further read-out of NTR1 agonist, marked with its call; cell count; measured here: cell count, cytotoxicity flag
Active calls of the source: *; i = inactive; ? = inconclusive; · = no result given; [ ] = dose if it differs, or a comment.

SMILES	PhoP inhibition	West Nile virus CPE	RSV antiviral HEp-2	Large T inhibition	T cell modulator	T cell modulator vesicle-bound %	NS5 inhibitors	UTI89 phage lysis	MgcRacGAP inhibition	NTR1 agonist	NTR1 agonist cell count 20 µM
COc1ccc(OCCSc2nc3ccccc3n2CC(=O)O)cc1	0%	0.0%	1.3%	4%	i	8	0%	0.8%	-1%	-0.4	43
CCOC(=O)c1ccc(NC(=S)N(CCCN(CC)CC)Cc2ccco2)cc1	-4%	-0.1%	-0.6%	5%	i	13	1%	1.3%	4%	1.8	62
O=C(NNS(=O)(=O)c1ccccc1F)c1cccc(S(=O)(=O)N2CCOCC2)c1	-5%	0.3%	3.3%	8%	i	50	-3%	0.2%	3%	-1.0	59
COc1ccc(NC(=O)CSc2nnc3n2CCCCC3)cc1	1%	0.7%	0.4%	8%	i	37	-4%	-0.4%	-5%	-0.5	63
CC(C)Cn1c(N)c(C(=O)COC(=O)[C@H](C)NC(=O)c2ccccc2Cl)c(=O)n(C)c1=O	1%	·	-1.8%	5%	i	27	-6%	1.3%[50 µM]	0%	3.3	43
CSc1ccc(/C=C2\C(=N)N3N=C(CC(=O)N4CCCCC4)SC3=NC2=O)cc1	-17%	0.2%	0.3%	26%	i	33	4%	0.2%	7%	-0.1	61
COc1ccc(NC(=O)COC(=O)CCCC2=NS(=O)(=O)c3ccccc3N2)cc1	-12%	-0.3%	1.9%	8%	i	23	-3%	-0.2%	6%	0.5	70
COCCCNC(=O)c1ccc(N2CCOCC2)c(NS(=O)(=O)c2ccc(OC)cc2)c1	3%	-0.1%	0.6%	3%	i	24	-3%	0.1%	-1%	0.8	42
Cc1cc(N2CCOCC2)ccc1/C=C1\SC(=O)N(C(C)C)C1=O	-22%	0.1%	8.4%	18%	i	6	-29%	1.6%	12%	8.7	88
Cc1cc(Nc2ccccc2)n(CCOC(=O)COc2ccccc2)n1	12%	0.3%	-0.6%	15%	i	40	-2%	0.8%	12%	-0.5	30
O=C(O)CN(c1ccc(F)cc1)S(=O)(=O)c1ccc2c(c1)OCCO2	5%	0.3%	-0.8%	1%	i	28	-1%	0.1%	6%	-0.6	45
COc1cccc(Nc2nc(-c3ccccc3)nc3ccccc23)c1	6%	-0.8%	13%	5%	i	46	1%	0.2%	3%	33	88
COc1c(Br)cc(Br)cc1C(=O)Nc1ccccc1N1CCCC1	-5%	-0.8%	7.0%	5%	i	34	5%	-1.1%[50 µM]	8%	3.8	75
CCC(=O)N1C(Cc2ccccc2)COC1(C)C (stereo not given)	-7%	2.1%	1.6%	-1%	i	31	-4%	5.6%[50 µM]	7%	2.7	48
O=C(CNC(=O)c1ccc2c(c1)OCO2)NCc1cccs1	·	·	·	·	i	14	0%	2.3%	0%	-0.5	41
CC(=O)Oc1cc2c(C(=O)NCc3ccncc3)c(C)oc2c2ccccc12	-4%	0.5%	0.1%	·	i	28	-3%	-0.2%	5%	-3.2	38
CC1CCN(C(=O)CSc2n[nH]c(-c3cccs3)n2)CC1	3%	-0.4%	1.2%	23%	i	17	0%	0.0%	8%	0.0	58
COC(=O)c1c(NC(=O)CSc2ccccc2N)sc(C)c1C	3%	-0.8%	4.9%	6%	i	43	8%	-0.7%	7%	4.7	31
O=C(Cc1ccc(-c2ccccc2)cc1)NCc1ccccc1	-12%	0.5%	1.0%	6%	i	5	2%	-0.1%	4%	-0.2	68
Cc1ccc(NS(=O)(=O)c2cccc(C(=O)O)c2)cc1S(=O)(=O)N1CCOCC1	2%	0.5%	1.5%	1%	i	38	1%	5.0%	-2%	-0.9	44

The closing three records of the section before lead into the next:
SMILES	PhoP inhibition	West Nile virus CPE	RSV antiviral HEp-2	Large T inhibition	T cell modulator	T cell modulator vesicle-bound %	NS5 inhibitors	UTI89 phage lysis	MgcRacGAP inhibition	NTR1 agonist	NTR1 agonist cell count 20 µM
COC(=O)c1c(NC(=O)CSc2ccccc2N)sc(C)c1C	3%	-0.8%	4.9%	6%	i	43	8%	-0.7%	7%	4.7	31
O=C(Cc1ccc(-c2ccccc2)cc1)NCc1ccccc1	-12%	0.5%	1.0%	6%	i	5	2%	-0.1%	4%	-0.2	68
Cc1ccc(NS(=O)(=O)c2cccc(C(=O)O)c2)cc1S(=O)(=O)N1CCOCC1	2%	0.5%	1.5%	1%	i	38	1%	5.0%	-2%	-0.9	44
O=C([C@@H]1Cc2ccccc2CN1)N1CCN(Cc2ccccc2)CC1	3%	-0.1%	0.3%	10%	i	47	-10%	-1.0%[50 µM]	4%	-0.7	57
CCCOc1ccc(C(=O)N/N=C/c2ccc(-c3ccc(S(=O)(=O)Nc4ncccn4)cc3)o2)cc1	-3%	-0.8%	4.1%	36%	i	19	>100µM*	2.9%	7%	0.6	53
CCOC(=O)C1CCN(C(=O)CSc2n[nH]c(=O)[nH]c2=O)CC1	-16%	-0.1%	2.8%	20%	i	57	-2%	0.6%	11%	0.2	50
O=C1NN(c2ccccc2)C(=O)/C1=C/c1ccc(-c2cccc(C(=O)O)c2)o1	2%	0.0%	-1.3%	24µM*	i	26	31µM*	0.1%	?	-1.3	51
CN(Cc1ccccc1)c1ccc(C(=O)O)cc1[N+](=O)[O-]	-1%	0.5%	1.1%	-30%	i	25	4%	2.2%	10%	0.6	54
CC1CC(=O)N(c2ccc(NCc3ccc(Cl)cc3)c([N+](=O)[O-])c2)C1=O (stereo not given)	-16%	-0.4%	8.1%	7%	i	43	0%	5.2%	6%	-0.5	38
COc1ccccc1CNC(=O)c1nnc(Cc2ccc(Cl)cc2)o1	1%	·	1.8%	7%	i	31	1%	0.2%	0%	-0.2	55
O=C(O)c1ccccc1/C=N/Nc1ccc(S(=O)(=O)N2CCOCC2)cc1[N+](=O)[O-]	-4%	1.3%	-0.5%	8%	i	24	0%	0.1%	-6%	-0.9	55
CCOc1ccc(/C=C(\C(=O)O)c2ccc(S(=O)(=O)N3CCCCC3)s2)cc1OC	·	·	·	·	i	31	4%	-1.1%	3%	1.8	51
On1onc2c3cc(-c4ccccc4)nc3ccc21	11%	·	-3.5%	14%	i	38	-2%	-4.1%	8%	27	70
CCN1C2OC3OC4C(OC3OC2N(CC)S1(=O)=O)N(CC)S(=O)(=O)N4CC (stereo not given)	6%	-0.5%	2.1%	1%	i	23	-7%	-0.8%	-6%	0.1	34
COc1cc(N=c2ssnc2Cl)cc(OC)c1	7%	0.6%	0.8%	5%	i	44	7%	-4.5%	10%	2.6	55
O=C(Cn1cc2c(n1)CCCC2)NCc1cccs1	5%	-0.2%	-0.5%	1%	i	44	1%	0.1%	5%	1.5	63
Cc1ccc(C)c(Oc2ccc(S(=O)(=O)N3CCN(C)CC3)cn2)c1	-6%	·	-2.2%	5%	i	45	-1%	1.4%[50 µM]	3%	0.3	61
CC(C)c1ccc(NC(=O)C2CC(=O)N(C(C)C)C2)cc1 (stereo not given)	-10%	0.2%	1.2%	4%	i	26	-3%	1.0%	7%	-2.6	71
COCCCNC(=O)CSc1nc2cc3c(cc2c(=O)n1CCCC(=O)NCc1ccc(OC)cc1)OCO3	-14%	-0.6%	0.7%	0%	i	49	4%	0.4%	9%	-0.9	51
O=C(O)COCC(=O)Nc1cc(C(F)(F)F)cc(C(F)(F)F)c1	-3%	1.5%	1.4%	13%	i	6	-6%	0.7%	6%	3.1	48
Nc1c(C(=O)NCCc2ccccc2)nnn1Cc1ccc(Br)cc1F	0%	0.1%	1.5%	24%	i	55	-2%	0.3%	2%	2.0	84
N#C/C(=C\N1CCOCC1)S(=O)(=O)c1ccc(Cl)cc1	-7%	0.1%	·	4%	i	38	·	·	·	-0.5	66
COc1cccc(CNC(=O)C(c2ccc(Cl)cc2)C(C)C)c1 (stereo not given)	3%	-1.0%	-0.1%	5%	i	6	-7%	-0.4%	2%	2.3	54

2 neighbouring records from above, quoted:
SMILES	PhoP inhibition	West Nile virus CPE	RSV antiviral HEp-2	Large T inhibition	T cell modulator	T cell modulator vesicle-bound %	NS5 inhibitors	UTI89 phage lysis	MgcRacGAP inhibition	NTR1 agonist	NTR1 agonist cell count 20 µM
O=C(CNC(=O)c1ccc2c(c1)OCO2)NCc1cccs1	·	·	·	·	i	14	0%	2.3%	0%	-0.5	41
CC(=O)Oc1cc2c(C(=O)NCc3ccncc3)c(C)oc2c2ccccc12	-4%	0.5%	0.1%	·	i	28	-3%	-0.2%	5%	-3.2	38

New compounds follow.
SMILES	PhoP inhibition	West Nile virus CPE	RSV antiviral HEp-2	Large T inhibition	T cell modulator	T cell modulator vesicle-bound %	NS5 inhibitors	UTI89 phage lysis	MgcRacGAP inhibition	NTR1 agonist	NTR1 agonist cell count 20 µM
O=C(Nc1nccs1)C1CC(=O)N(c2ccc(F)cc2)C1 (stereo not given)	-2%	-0.1%	1.2%	7%	i	25	3%	-0.3%	4%	-0.8	50
COc1ccc(CNC(=O)CN(Cc2ccco2)C(=O)CCC(=O)Nc2ccccn2)cc1	-2%	0.0%	0.1%	-30%	i	59	-10%	0.1%	6%	0.8	49
CC(C)n1c(N2CCN(S(=O)(=O)c3cccc([N+](=O)[O-])c3)CC2)nc2ccccc21	3%	-1.5%	8.0%	5%	i	58	6%	1.1%	11%	3.4	50
COC(=O)/C(=C\C(=O)c1ccc([N+](=O)[O-])cc1)Nc1ccc(OC)cc1	-9%	0.3%	0.4%	5%	i	58	·	·	·	-0.3	53
Cc1ccc(C)c(OC(=O)C2CSC3(C)CCC(=O)N23)c1C (stereo not given)	·	·	0.7%	·	i	44	4%	0.6%[50 µM]	6%	2.0	62
COc1ccc(-c2cc(=O)c3cc(OC)ccc3o2)cc1	-7%	-0.5%	21%	4%	i	23	-9%	1.2%	3%	-0.5	96
CCOC(=O)N1CCN(C(=O)COC(=O)CNC(=O)c2ccc(OCC)c(OCC)c2)CC1	·	·	·	·	·	·	1%	0.4%[50 µM]	5%	1.0	64
COc1ccc(N2C(=S)N=C(Nc3cccc(C)c3)C23CCCCC3)cc1	8%	0.9%	4.2%	1%	i	28	3%	3.0%	7%	1.6	59
CN(CC(=O)Nc1sccc1C(N)=O)S(=O)(=O)c1ccc(Cl)cc1	·	·	·	·	i	4	-3%	0.6%[50 µM]	4%	2.2	60
